Scp1 inh – inhibitors of human Scp-1 phosphatase. Q9GZU7. Recombinant Scp1, phosphopeptide, malachite green phosphate absorbance. inhibition, % at 20 µM. 340,000 tested, 0.88% active. AID 493091;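 active = inhibition above about 50% at 20 µM, limit read from the data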;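 also: plate controls were DMSO wells with enzyme for no effect and wells lacking enzyme for full effect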
Target sequence (Q9GZU7 76-261 limits assumed): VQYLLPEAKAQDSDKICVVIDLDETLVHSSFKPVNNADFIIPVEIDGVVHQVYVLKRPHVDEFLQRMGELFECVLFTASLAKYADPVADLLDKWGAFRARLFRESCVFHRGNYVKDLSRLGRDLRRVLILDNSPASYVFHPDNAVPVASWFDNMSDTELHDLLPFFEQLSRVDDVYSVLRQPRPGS
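Test system: SCP-1 catalytic domain; Buffer or medium: Acidic Tris acetate buffer with magnesium and detergent; Also added: Phosphorylated 17-residue peptide substrate; Compound: single 20 µM dose, 1% DMSO; Schedule: enzyme reaction 45 min at room temperature, colour 5 min, stabilisation 30 min; Signal: Phosphate-binding colour reagent, absorbance read at 630 nm.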
NadD block – NadD (S. aureus) enzyme inhibition; purified NadD enzyme, colorimetric absorbance read-out; inhibition, % at 20 µM; 360,000 tested, 0.78% active; AID 602399; in the data active = inhibition above about 26%; also: some compounds past the cut are filed as inactive
MsrA inh – inhibits bovine methionine sulfoxide reductase A; purified bovine MsrA, absorbance read-out; inhibition, % at 15.5 µM; 360,000 tested, 0.75% active; in the data active = inhibition above about 4.5%;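 also: 0% = vehicle wells with enzyme and 100% = reference inhibitor wells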
Rpn11 inh – inhibitors of human proteasome Rpn11. O00487. human 26S proteasome, Ub4-pepOG fluorescence polarization; 20S core pre-blocked with epoxomicin. calls only at 20 µM. 360,000 tested, 0.59% active. AID 588493;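 active = inhibition at 20 µM, scaled to each plate's controls, above about 33%, limit read from the data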
STEP inh – STEP (human) phosphatase inhibition. recombinant STEP, OMFP fluorogenic substrate, fluorescence. inhibition, % at 20 µM. 360,000 tested, 0.25% active. AID 588621;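 active = inhibition at 20 µM, scaled per plate between control wells, above about 37%, limit read from the data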;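 also: 0% = DMSO with enzyme and substrate and 100% = substrate only without enzyme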
Target sequence (P54829 whole entry, looked up): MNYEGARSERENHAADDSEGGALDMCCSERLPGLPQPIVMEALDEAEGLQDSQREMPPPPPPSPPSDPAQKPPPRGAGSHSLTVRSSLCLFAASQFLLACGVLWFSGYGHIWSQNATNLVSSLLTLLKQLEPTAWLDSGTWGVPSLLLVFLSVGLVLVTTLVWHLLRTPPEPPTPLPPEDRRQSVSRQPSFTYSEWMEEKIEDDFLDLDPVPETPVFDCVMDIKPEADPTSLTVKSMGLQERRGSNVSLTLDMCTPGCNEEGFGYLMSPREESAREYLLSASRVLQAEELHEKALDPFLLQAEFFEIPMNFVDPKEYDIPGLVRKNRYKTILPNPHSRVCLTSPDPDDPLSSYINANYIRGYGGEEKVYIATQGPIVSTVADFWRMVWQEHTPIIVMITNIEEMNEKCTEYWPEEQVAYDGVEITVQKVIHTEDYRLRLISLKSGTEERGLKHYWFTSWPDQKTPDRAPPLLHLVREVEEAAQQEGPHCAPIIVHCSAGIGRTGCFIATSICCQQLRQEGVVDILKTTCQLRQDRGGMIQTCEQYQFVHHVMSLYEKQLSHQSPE
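System: isolated STEP enzyme; schedule: 20 min enzyme reaction at room temperature, protected from light; medium: Bis-Tris buffer pH 6.0, 2.5 mM DTT, 0.005% Tween 20; signal: fluorescence, 480/540 nm; dosing: single compound dose of 20 µM, 1% DMSO final; also added: OMFP substrate, 25 µM final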
DNMT1 inh – inhibitors of human DNMT1 | inhibition (reported as % activation of signal), % at 10 µM | 360,000 tested, 0.83% active | DNMT1 molecular beacon, Hinp1I cleavage, fluorescence | AID 588458 | P26358; in the data active = inhibition above about 50%
SUMO1-SIM PPI – SUMO1-SIM interaction modulation; P63165; SUMO1 binding to a labelled peptide, TR-FRET, 1 h; inhibition, % at 20 µM; 360,000 tested, 0.33% active; AID 602429; in the data active = inhibition above about 37%
Target sequence (P63165 whole entry, looked up): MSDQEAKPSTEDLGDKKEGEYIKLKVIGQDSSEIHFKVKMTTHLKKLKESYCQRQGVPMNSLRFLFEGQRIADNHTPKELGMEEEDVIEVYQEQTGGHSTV
Tb MetRS inh – blocks T. brucei methionyl-tRNA synthetase activity. purified T. brucei MetRS, ATP depletion, Kinase-Glo luminescence. 360,000 tested, 0.4% active. inhibition, % at 11.9 µM;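 active = inhibition above a per-plate cutoff of the control wells' mean inhibition plus 3 SD, cut at about 5.5% in these data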;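 also: 0% = DMSO wells median and 100% = median of wells with control inhibitor compound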
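Material: T. brucei methionyl-tRNA synthetase, purified; reagent: substrates ATP, L-methionine and bulk Escherichia coli tRNA; dosing: 11.9 µM single point; timing: 15 min plus 2 h at 25 °C; detection: luminescence of leftover ATP; evaluation: % inhibition; control set: DMSO-only wells as low control; replicates: singlicate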
LMPTP block – blocks human LMPTP phosphatase | 360,000 tested, 0.22% active | inhibition, % at 20 µM | P24666 | recombinant LMPTP-A, OMFP fluorogenic substrate, fluorescence intensity;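 active = compounds that cut the enzyme signal by at least half of the control window in the single-dose screen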;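 also: plate controls were DMSO wells with enzyme plus substrate for no effect and substrate without enzyme for full effect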
Target sequence (P24666 whole entry, looked up): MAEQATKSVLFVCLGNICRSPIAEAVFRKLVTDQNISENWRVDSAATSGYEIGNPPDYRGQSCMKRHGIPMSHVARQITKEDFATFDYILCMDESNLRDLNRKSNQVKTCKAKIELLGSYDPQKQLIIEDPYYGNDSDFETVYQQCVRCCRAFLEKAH
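Test system: LMPTP-A, protein tyrosine phosphatase of low molecular weight; Input: 0.625 nM enzyme; Incubation: 50 min dark incubation at room temperature; Signal: endpoint fluorescence intensity from OMFP dephosphorylation; Read-out basis: % inhibition versus control wells.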
CSN deneddyl inh – CSN deneddylation inhibition. Q92905. Purified CSN, SCF-Nedd8-OG deneddylation, fluorescence polarization. inhibition, % at 12.5 µM. 360,000 tested, 0.38% active;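 active = pattern-corrected inhibition above about 35%, with an unprinted fluorescence ratio check between 0.5 and 1.5, limit read from the data, passing the limit was not always enough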;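 also: 0% = enzyme with substrate and 100% = substrate without enzyme; some results filed as inactive read as strong as hits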
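assay system = purified human Csn5 enzyme expressed in HEK293T cells | amount = 0.24 nM enzyme | buffer or medium = Tris/NaCl/DTT buffer, pH 7.5 | reagent = 10 nM SCFSkp2-Nedd8OG | compound = one concentration, 12.5 µM, 0.25% DMSO | times = 90 min reaction at room temperature | signal = FP | read-out basis = % inhibition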
Starred values were filed as active, the others as inactive; i = inactive; · = not tested or not shown; + = active, no number. This is a random part of the collection; any-hit rate near 3.9%.

SMILES	Scp1 inh	NadD block	MsrA inh	Rpn11 inh	STEP inh	DNMT1 inh	SUMO1-SIM PPI	Tb MetRS inh	LMPTP block	CSN deneddyl inh
O=C(O)c1cc(N2C(=O)CCC2=O)ccc1NCc1cccnc1	-7	0	0.6	i	0	0	-3	-0.6	-0.4	3
CC1(C)Cc2noc(N)c2C(C)(C)N1OC(=O)c1scc2c1OCCO2	-3	-1	0.6	i	-3	2	2	-0.9	-0.6	0
O=C(Nc1ccccc1Cl)C1CCCN(S(=O)(=O)c2ccc(-n3cnnn3)cc2)C1 (configuration not stated)	-8	-5	-0.8	i	-2	-2	8	0.0	-0.7	-1
Cc1c(C(=O)N2CCOCC2)c(S(=O)(=O)Nc2ccccc2)c(C)n1C	-7	0	0.3	i	0	-2	-6	-0.2	0.7	1
COc1ccc(C)cc1Cn1c(S(C)(=O)=O)nc2ccccc21	-8	0	0.9	i	0	-2	0	-0.7	1.5	6
CC1CCN(C(=O)COc2ccccc2F)CC1	-3	-2	-0.6	i	-1	2	-4	-0.7	-0.1	-1
CC(=O)ON1C(C)(C)Cc2noc(N)c2C1(C)C	-3	-6	-0.3	i	-3	1	-3	-0.7	-0.7	2
CCCCNc1nc(N)ncc1[N+](=O)[O-]	-4	-4	1.5	i	-1	1	-26	-0.5	-0.8	-3
CS(=O)(=O)N1Cc2ccccc2CC1C(=O)OCC(=O)Nc1ccc2ccccc2c1 (configuration not stated)	8	3	-0.2	i	1	-1	-4	0.3	0.8	0
COc1cccc(C2C(C#N)=C(N)N(c3ncn[nH]3)C3=C2C(=O)CCC3)c1 (configuration not stated)	-8	-7	0.8	i	1	2	0	0.2	-0.9	1
CCc1cccc(C)c1NC(=S)N1CCCCC1c1cccnc1 (configuration not stated)	-2	1	0.9	i	2	0	0	-0.5	0.2	3
Cc1ccccc1C(=O)Nc1ccccc1Sc1ccccc1	-3	10	0.6	i	1	-1	4	-0.7	1.2	2
O=C(c1ccc(S(=O)(=O)Nc2ccc(F)cc2)cc1)N1CCN(C(=O)c2ccco2)CC1	-2	1	-0.2	i	-2	4	1	0.1	0.9	3
CN(C)c1ccsc1C(=O)NNS(=O)(=O)c1ccc(Cl)cc1	34	-5	-0.3	i	3	1	6	-0.1	-0.2	0
COc1ccc(CCN2CCCC(CN(C)C(=O)c3cc(C)oc3C)C2)cc1 (configuration not stated)	-13	-1	-0.1	i	0	-2	4	-0.2	0.1	0
COc1cc(/C=C(\C#N)C(=O)NCC2CCCO2)ccc1OCC(N)=O (configuration not stated)	-2	-6	2.5	i	-2	-14	-12	-0.4	-2.2	1
CC(C)(C)c1ccc(C(=O)NCC(=O)OCC(=O)Nc2ccccc2[N+](=O)[O-])cc1	-6	-3	-0.4	i	4	-2	-24	-0.9	0.1	0
COc1ccc(/C=C/C(=O)N(CC(C)C)C2CCS(=O)(=O)C2)cc1 (configuration not stated)	-9	-1	0.7	i	-1	3	-6	0.3	-0.2	1
Nc1nc(SCC(=O)Nc2ccc(C(F)(F)F)cc2)[nH]c(=O)c1NC(=O)c1ccc(F)c(F)c1	-5	3	-0.6	i	3	9	1	-0.3	-1.3	-2
CC(=O)CC(=O)Nc1ccc(C(N)=O)cc1	-5	-4	-0.2	i	-7	0	1	-0.6	-1.5	-3

Entries of single compounds, looked up by structure.
CC(C)(C)c1ccc(C(=O)NCC(=O)OCC(=O)Nc2ccccc2[N+](=O)[O-])cc1 as listed: Scp1 inh = -6; NadD block = -3; MsrA inh = -0.4; Rpn11 inh = i; STEP inh = 4; DNMT1 inh = -2; SUMO1-SIM PPI = -24; Tb MetRS inh = -0.9; LMPTP block = 0.1; CSN deneddyl inh = 0
CN(C)c1ccsc1C(=O)NNS(=O)(=O)c1ccc(Cl)cc1 as listed: Scp1 inh = 34; NadD block = -5; MsrA inh = -0.3; Rpn11 inh = i; STEP inh = 3; DNMT1 inh = 1; SUMO1-SIM PPI = 6; Tb MetRS inh = -0.1; LMPTP block = -0.2; CSN deneddyl inh = 0

Carrying on.
SMILES	Scp1 inh	NadD block	MsrA inh	Rpn11 inh	STEP inh	DNMT1 inh	SUMO1-SIM PPI	Tb MetRS inh	LMPTP block	CSN deneddyl inh
COc1ccc(-n2c(CCc3ccccc3)nnc2SCC(=O)NCc2ccccc2)cc1	0	5	0.0	i	0	41	0	-0.3	-0.2	1
CN1C(=O)/C(=N/OC(=O)c2ccccc2Br)c2ccccc21	-1	-7	0.0	i	1	6	-3	-0.7	-0.8	0
Cc1ccc(C(=O)NC(=S)Nc2ccccc2C(F)(F)F)cc1C	-8	-8	0.7	i	5	1	0	-0.6	2.5	0
C=CCN1C(=O)C(Cc2ccccc2Cl)SC1=Nc1ccc(C(=O)O)cc1 (configuration not stated)	-12	-3	-0.7	i	-2	1	11	0.9	0.9	4
C[C@H](NC(=O)NCc1ccc(F)cc1)C(=O)O	-2	3	0.8	i	-2	0	-5	-1.2	-2.0	-3
COc1ccccc1CNC(=O)N/C=C/c1ccc(Cl)cc1	-1	10	-0.4	i	0	-2	0	-0.5	1.2	-21
CN(c1cccc(NC(=O)c2ccc(C(C)(C)C)cc2)c1)S(C)(=O)=O	-3	2	2.6	i	2	7	44*	-0.3	1.1	6
S=C1SCN(Cc2cccnc2)CN1Cc1ccccc1	-4	-5	-0.6	i	1	-1	1	-0.2	-1.5	1
CCOc1ccc(CC(=O)C2=C(N3CCOCC3)CC(C)(C)CC2=O)cc1OCC	1	2	2.4	i	3	-1	-1	0.0	0.9	1
COc1ccccc1N1CCN(C(=O)C(C)NC(=O)c2ccco2)CC1 (configuration not stated)	-5	7	-1.0	i	-5	-1	-1	-0.4	-1.7	2
CCCc1cc(=O)n2[nH]c(NCc3cccs3)nc2n1	-5	-4	0.2	i	0	0	-3	-0.2	0.6	3
C=CCn1c(CCC(=O)Nc2ccc(C)c(Cl)c2)nnc1SCC(=O)Nc1ccccc1C	0	-1	-0.6	i	-2	0	0	-0.4	1.0	4
O=[N+]([O-])c1ccc2cn[nH]c2c1	-12	-2	0.5	i	0	0	-25	-1.4	-2.6	-2
Cc1c(NC(=O)CN2c3cccc4cccc(c34)S2(=O)=O)c(=O)n(-c2ccccc2)n1C	6	4	-0.9	i	-3	-3	4	-0.3	-0.5	-5
C[C@@H]1CCCCO[C@@H](CN(C)C(=O)CCCN(C)C)[C@@H](C)CN([C@H](C)CO)C(=O)c2cc(N(C)C)ccc2O1	·	-10	0.8	i	1	1	2	-0.8	-3.9	22
COc1ccc(-n2nc3cc(C)c(NC(C)=O)cc3n2)cc1	-1	1	2.4	i	-1	-1	2	0.0	-0.6	-17
CC(C)C(=O)NC(c1ccccc1)c1cc([N+](=O)[O-])c2cccnc2c1O (configuration not stated)	-11	11	0.3	+	2	-4	-26	0.3	8.1	-1
CN(c1ccc(OCC(=O)O)cc1)S(=O)(=O)c1ccc2ccccc2c1	2	-7	-0.6	i	-2	4	2	0.3	-0.8	-1
CCCCNC(=S)N(C)N=C1CCC(c2ccccc2)CC1 (configuration not stated)	9	8	1.1	i	2	7	1	0.7	4.9	2
Cn1c(=O)c2ncn(CC(=O)O)c2n(C)c1=O	-8	-7	0.9	i	0	1	1	0.0	-0.6	-2

Compounds shown so far that have a tert-butyl group:
SMILES	Scp1 inh	NadD block	MsrA inh	Rpn11 inh	STEP inh	DNMT1 inh	SUMO1-SIM PPI	Tb MetRS inh	LMPTP block	CSN deneddyl inh
CC(C)(C)c1ccc(C(=O)NCC(=O)OCC(=O)Nc2ccccc2[N+](=O)[O-])cc1	-6	-3	-0.4	i	4	-2	-24	-0.9	0.1	0
CN(c1cccc(NC(=O)c2ccc(C(C)(C)C)cc2)c1)S(C)(=O)=O	-3	2	2.6	i	2	7	44*	-0.3	1.1	6

(list continues)
SMILES	Scp1 inh	NadD block	MsrA inh	Rpn11 inh	STEP inh	DNMT1 inh	SUMO1-SIM PPI	Tb MetRS inh	LMPTP block	CSN deneddyl inh
Cc1cc(=O)n2cccc(O)c2n1	-7	-3	0.0	i	-1	1	4	-0.8	-0.7	-16
CC(C)(O)C#Cc1ccc(C(=O)NCc2ccccc2)s1	-7	6	1.9	i	0	-3	-4	-1.1	-0.6	2
CCOc1ccc(C(=O)NC2CC(C)(C)NC(C)(C)C2)cc1	-2	2	-1.4	i	2	2	4	-1.1	0.0	-2
Cc1cc(C(=O)Nc2c(C)n(C)n(-c3ccccc3)c2=O)c2ccccc2n1	-5	5	0.3	i	2	2	0	0.4	0.1	2
CCC(CC)n1[nH]c(=O)cc1N	12	7	-0.9	i	0	-1	1	-0.8	0.0	-5
COc1ccc(OCC(=O)NNC(=O)c2cccs2)cc1	-6	-1	-0.8	+	-3	2	-1	-0.6	2.2	-7
Cn1cc(CN2CCCC(C(=O)Nc3ccc(-c4cccc(F)c4)cc3)C2)cn1 (configuration not stated)	50	-2	0.0	i	3	-1	0	-0.3	1.3	-5
CCCCn1c(N)c(N(CCOC)C(=O)c2cc(CC)c(C)s2)c(=O)[nH]c1=O	1	2	-0.2	i	-1	1	-3	-0.4	-0.8	-3
Cc1cc2oc(=O)cc(CSc3nnc(-c4cccs4)o3)c2cc1C(C)C	-6	5	2.4	i	-2	-7	-2	-0.9	2.9	0
Cc1cc(-c2n[nH]c(=S)n2/N=C/C=C/c2ccco2)n[nH]1	11	5	0.7	i	1	27	9	0.8	0.7	15
CC(C)NC(=S)N1CCN(c2ncccn2)CC1	-4	-2	0.2	i	1	2	2	-0.9	0.1	2
O=C(NNC(=O)C1CCN(Cc2ccccc2)CC1)c1cccs1	3	-2	1.3	i	0	-1	2	-0.2	0.8	-3
